Screening results from PubChem.
CIT2-GFP yeast: modulators of TOR pathway CIT2-GFP in S. cerevisiae; S. cerevisiae CIT2-GFP strain, flow cytometry, 3 h; 100 means same as DMSO wells; GFP response vs DMSO, % at 10 µM; 320,000 compounds, 0.065% hits;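 active = GFP response relative to DMSO above a set limit, near the screen mean plus 3 SD, cut at about 150% in these data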;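 note: ratio of well median GFP fluorescence to mean of DMSO wells on the plate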
MCL1-BIM inh: MCL1-BIM-BH3 interaction inhibition (human). 320,000 compounds, 0.68% hits. GST-MCL1 / FITC-Bim-BH3 fluorescence polarization. Q07820. AID 2057. inhibition, % at 10.9 µM;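 active = inhibition above the mean inhibition of all tested compounds plus 3 SD, set per campaign, cut at about 40% in these data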;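 note: 0% = DMSO wells and 100% = unlabeled Bim-BH3 peptide control; higher means more loss of mP so more displacement of Bim peptide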
Target sequence (Q07820 whole entry, looked up): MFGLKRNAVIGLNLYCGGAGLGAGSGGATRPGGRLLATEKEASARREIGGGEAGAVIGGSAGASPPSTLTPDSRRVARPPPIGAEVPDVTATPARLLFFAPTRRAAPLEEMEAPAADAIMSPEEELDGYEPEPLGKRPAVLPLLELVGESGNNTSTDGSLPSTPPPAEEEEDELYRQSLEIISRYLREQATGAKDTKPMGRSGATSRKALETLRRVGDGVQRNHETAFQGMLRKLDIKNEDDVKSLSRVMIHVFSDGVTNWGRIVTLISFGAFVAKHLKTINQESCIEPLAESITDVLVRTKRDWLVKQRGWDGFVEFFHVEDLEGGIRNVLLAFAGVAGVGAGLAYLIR
BCLXL inh: Bcl-xL (human) inhibition; AID 2129; inhibition, % at 10.9 µM; GST-Bcl-xL / FITC-Bim BH3 peptide fluorescence polarization; 320,000 compounds, 0.7% hits;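 active = inhibition above the mean of all tested compounds plus 3 SD, cutoff set per campaign, cut at about 30% in these data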;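 note: 0% = DMSO wells and 100% = unlabeled Bim-BH3 peptide competitor; inhibitors lower millipolarization by displacing the labeled peptide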
Fam108B inh: Fam108B inhibition, counter-screen for RBBP9 inhibitors | recombinant Fam108B, FP-Rh probe fluorescence polarization | inhibition, % at 9.51 µM | 300,000 compounds, 0.33% hits | AID 1947;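 active = inhibition above the screen mean inhibition plus 3 SD, computed separately per campaign, cut at about 18% in these data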;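 note: inhibitors lower polarization as less probe binds the enzyme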
AGP1-GFP MLPCN: yeast TOR pathway AGP1-GFP modulation; 320,000 compounds, 0.02% hits; S. cerevisiae AGP1-GFP multiplex flow cytometry, 3 h; GFP as percent of DMSO wells; GFP response vs DMSO, % at 10 µM;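 active = GFP response relative to DMSO above a set limit, near screen average plus 3 SD, cut at about 150% in these data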;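 note: median GFP channel fluorescence of the gated AGP1 strain per well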
VLA-4 inh: inhibition in a human VLA-4 binding assay | VLA-4 expressing cells, ligand binding flow cytometry | inhibition, % (about 7 µM as worked out from the volumes in the protocol) | AID 2557 | 330,000 compounds, 0.2% hits | P13612; in the data active = inhibition above about 50%
GRK2 inh: blocks RNA aptamer binding to human GRK2; P25098; bead flow cytometry, FAM-aptamer displacement from GRK2; inhibition of aptamer binding, % at 10 µM; 330,000 compounds, 0.59% hits; AID 488847;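 active = inhibition of aptamer binding above 40%, roughly 3 SD of noise, on plates passing a quality check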;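 note: median bead fluorescence of bound FAM aptamer so fluorescent compounds give negative values; no value below 0 was filed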
Target sequence (P25098 whole entry, looked up): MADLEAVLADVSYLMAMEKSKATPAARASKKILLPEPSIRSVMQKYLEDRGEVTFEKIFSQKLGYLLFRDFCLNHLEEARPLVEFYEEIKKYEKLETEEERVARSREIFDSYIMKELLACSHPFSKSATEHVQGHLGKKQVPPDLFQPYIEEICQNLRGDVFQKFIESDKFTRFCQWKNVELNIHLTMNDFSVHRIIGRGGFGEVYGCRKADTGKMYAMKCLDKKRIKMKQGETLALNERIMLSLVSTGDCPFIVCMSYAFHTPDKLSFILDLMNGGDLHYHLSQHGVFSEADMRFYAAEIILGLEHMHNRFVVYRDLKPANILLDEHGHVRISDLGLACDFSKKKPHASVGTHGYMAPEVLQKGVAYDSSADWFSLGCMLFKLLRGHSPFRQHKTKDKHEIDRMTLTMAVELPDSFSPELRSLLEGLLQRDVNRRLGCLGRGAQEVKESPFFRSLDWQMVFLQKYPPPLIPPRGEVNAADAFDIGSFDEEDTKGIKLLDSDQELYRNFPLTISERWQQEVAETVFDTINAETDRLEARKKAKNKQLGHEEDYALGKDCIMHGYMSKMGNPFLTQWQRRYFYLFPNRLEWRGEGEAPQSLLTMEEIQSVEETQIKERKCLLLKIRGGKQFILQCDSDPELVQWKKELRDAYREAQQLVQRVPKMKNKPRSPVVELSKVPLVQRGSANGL
MEX-5 binding: C. elegans MEX-5 TCR-2 RNA binding activity | Q9XUB2 | MEX-5/FITC-TCR2 RNA binding, fluorescence polarization; hits give low values | activity score (negative = inhibition of binding), % at 10 µM | 300,000 compounds, 0.38% hits | AID 1832;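 active = inhibition past about -25% in most replicates, and total fluorescence under double the plate's negative control median, limit read from the data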;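 note: 0% = DMSO and -100% = 5 µM competing unlabeled TCR2 RNA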
GLD-1 TGE inh: GLD-1-TGE RNA interaction inhibition (C. elegans) | purified GLD-1 + fluorescein TGE RNA, fluorescence polarization | inhibition, % at 5.96 µM | 320,000 compounds, 0.44% hits | AID 2280;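 active = percent inhibition above a per-plate cutoff, the plate mean of test compounds plus 3 SD, cut at about 30% in these data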;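 note: 0% = DMSO wells with GLD-1 and probe and 100% = wells lacking GLD-1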
Numbers without * were called inactive; / = not tested or not shown. Not a hit list (roughly 2.2% active in at least one column).

SMILES	CIT2-GFP yeast	MCL1-BIM inh	BCLXL inh	Fam108B inh	AGP1-GFP MLPCN	VLA-4 inh	GRK2 inh	MEX-5 binding	GLD-1 TGE inh
O=C(CN1CCCN(S(=O)(=O)c2ccc(Br)s2)CC1)Nc1ccc(Cl)cc1	101	7	1	-1	98	11	0	0.1	8
COc1ccc(/C(O)=C2/C(=O)C(=O)N(CCCN(C)C)C2c2cccc(Cl)c2)cc1OC (centres undefined)	102	1	-1	2	99	16	0	3.6	3
COc1cc(/C=N/NC(=O)c2cncc(Br)c2)cc([N+](=O)[O-])c1O	114	-1	-3	7	102	-4	0	-6.4	0
CN=C(Nc1cc(C)nn1CCC#N)c1ccccc1F	103	-2	4	-3	100	7	0	2.9	7
c1coc(-c2nnc(NC3=NCCC3)o2)c1	102	-5	-1	0	100	7	0	0.6	2
COc1ccccc1N(C(=O)c1cncc(Br)c1)c1nc(-c2ccc(C)cc2)cs1	103	4	-2	-9	103	5	3	1.5	9
O=C(CN1CCN(c2ccc(O)cc2)CC1)Nc1cc([N+](=O)[O-])ccc1Cl	93	9	5	-2	95	18	0	1.8	2
COc1ccc(OCc2cc(C(=O)NCCc3ccccc3)no2)c(Cl)c1	97	2	5	-1	97	-110	0	-2.0	0
CCC(=O)Nc1sc2c(c1C#N)CCC2	111	-8	2	5	104	-7	2	-0.1	4
CCN(C(=O)c1ccccc1)c1ccc([N+](=O)[O-])cc1	88	6	5	0	89	0	5	-0.7	-1
CNC(=O)c1c(NC(=O)c2ccc(N3C(=O)CCC3=O)cc2)sc2c1CCC(C)C2 (centres undefined)	98	0	5	4	96	-11	1	0.3	7
COc1ccccc1Nc1nnc(SCC2CCCCO2)s1 (centres undefined)	90	0	9	4	96	0	0	-0.4	-1
N#CC(C#N)=C(Nc1ccc(F)cc1)SCc1cccc(Br)c1	89	2	5	8	97	-4	0	-6.0	6
Cc1nc2sccn2c(=O)c1CCN1CCC(=C(c2ccc(F)cc2)c2ccc(F)cc2)CC1	83	0	1	-6	88	-1	3	-3.9	8
CCN(CC)S(=O)(=O)c1ccc(OC)c(N)c1	102	-1	1	-1	37	2	4	2.3	5

Some of the entries above in another layout.
Structure: O=C(CN1CCCN(S(=O)(=O)c2ccc(Br)s2)CC1)Nc1ccc(Cl)cc1
  CIT2-GFP yeast: 101; MCL1-BIM inh: 7; BCLXL inh: 1; Fam108B inh: -1; AGP1-GFP MLPCN: 98; VLA-4 inh: 11; GRK2 inh: 0; MEX-5 binding: 0.1; GLD-1 TGE inh: 8

Structure: N#CC(C#N)=C(Nc1ccc(F)cc1)SCc1cccc(Br)c1
  CIT2-GFP yeast: 89; MCL1-BIM inh: 2; BCLXL inh: 5; Fam108B inh: 8; AGP1-GFP MLPCN: 97; VLA-4 inh: -4; GRK2 inh: 0; MEX-5 binding: -6.0; GLD-1 TGE inh: 6

Some entries already given, showing only Fam108B inh and GLD-1 TGE inh:
compound,Fam108B inh,GLD-1 TGE inh
COc1ccccc1Nc1nnc(SCC2CCCCO2)s1 (centres undefined),4,-1
N#CC(C#N)=C(Nc1ccc(F)cc1)SCc1cccc(Br)c1,8,6

(continued)
SMILES	CIT2-GFP yeast	MCL1-BIM inh	BCLXL inh	Fam108B inh	AGP1-GFP MLPCN	VLA-4 inh	GRK2 inh	MEX-5 binding	GLD-1 TGE inh
Clc1ccc(-c2nc3ccccc3[nH]2)cn1	102	3	5	2	100	-8	0	-5.6	4
O=C(CNCc1cccc(Cl)c1)N1CCc2ccccc2C1	102	3	5	9	101	6	0	2.1	-2
O=C(Cn1ncn2c(cc3ccccc32)c1=O)NCc1ccco1	101	8	2	1	95	6	0	1.1	2
O=C(Cn1cnc([N+](=O)[O-])c1)c1ccc(F)cc1	91	1	3	0	88	-6	0	2.6	5
Cc1cc(C)n(-c2nc3nonc3nc2Nc2cccc(C)c2C)n1	96	-4	-5	4	96	4	0	-1.1	-5
Cc1cc(C(=O)N/N=C/c2cn(C)nc2C)c2ccccc2n1	103	7	3	2	100	-1	0	-0.5	0
CC(=O)Nc1ccc(NC(=O)c2cccc(Oc3ccccc3)c2)cc1	100	-17	-4	1	99	-3	3	1.0	4
Cc1ccc(C)c(NC(=O)CSc2ncnc3nc[nH]c23)c1	94	-11	-9	4	95	-2	0	-1.0	1
COc1cccc(CN2CC(C(=O)NCCc3ccccc3C(F)(F)F)CCC2=O)c1 (centres undefined)	97	1	6	-4	97	2	3	-0.3	4
CCN(C(=O)CSc1ccc(S(=O)(=O)N2CCOCC2)cn1)c1ccccc1	93	-1	-1	/	96	9	0	/	4
CCC1(C(=O)OC)NC(c2ccco2)C2C(=O)N(c3ccc(F)cc3)C(=O)C21 (centres undefined)	91	6	13	1	23	7	3	-1.2	2
COC(=O)c1cn(NC(=O)Cn2nc([N+](=O)[O-])c(Br)c2C)c(=O)c2ccccc12	104	1	4	6	106	2	0	-0.5	2
Cc1cccc2cc(CN(Cc3ccco3)C(c3nnnn3CCc3ccccc3)C(C)C)c(=O)[nH]c12 (centres undefined)	108	-1	1	5	116	3	3	-4.2	0
Cc1ccc(NC(=O)CCCCCN2C(=O)[C@@H]3Cc4ccccc4CN3C2=O)c(Cl)c1	101	2	6	0	103	8	2	-2.1	5
COc1ccc(CNC(=O)Cn2cc(C(F)(F)F)ccc2=O)cc1	102	-13	-9	2	106	35	0	3.3	-3
Cc1ccc(-c2c(C(=O)N/N=C/c3ccc4c(c3)OCO4)nnn2-c2nonc2N)cc1	108	-2	-3	-9	107	-6	0	-1.7	1
COc1cccc(NC2C=CS(=O)(=O)C2)c1 (centres undefined)	106	2	6	1	118	1	4	-0.2	8
COc1ccc(C2C(C#N)=C(N)Oc3cc(O)ccc32)cc1Cl (centres undefined)	105	10	4	3	98	6	0	3.1	-5
COC(=O)c1nnn(-c2nonc2N)c1CSc1nc2ccccc2s1	95	-4	2	-1	104	-2	1	-3.6	7
c1ccc(CN2CCN(c3nc(-c4ccccn4)nc4ccccc34)CC2)cc1	100	-2	3	-5	99	-25	1	-1.5	3
COc1ccc(-c2nsc3c(N4CCN(S(=O)(=O)c5ccccc5F)CC4)ncnc23)cc1	101	4	5	4	101	-50	2	-0.5	-6
CC1CC(C)CN(CC(O)COCc2ccccc2)C1 (centres undefined)	95	-11	-3	-4	100	4	2	-2.2	-4
CC1CCCN(Cc2nc3c(c(=O)n(C)c(=O)n3C)n2CC(N)=O)C1 (centres undefined)	101	6	5	-2	107	10	3	-0.4	0
COCCN(Cc1ccco1)C(=O)Cn1ncc2c(=O)oc3ccccc3c21	79	3	2	0	105	-1	1	-1.8	-4
CCOc1cc(/C=C2/C(=O)N(c3ccccc3)N=C2C)ccc1OC(=O)c1ccco1	108	8	12	3	105	0	2	0.5	6
CC(=O)c1ccc(N2CCN(C(=O)COc3ccc(F)cc3)CC2)c(F)c1	99	2	5	0	96	10	1	4.0	6
O=C(O)CCC(=O)Nc1ccc(NC(=O)c2ccc(Cl)cc2Cl)c(Cl)c1	101	1	2	-4	104	-4	2	-1.2	6
COc1ccc(NC2=C(NC(C)=O)C(=O)c3ccccc3C2=O)cc1	117	4	3	-4	81	-10	0	-0.5	5
CCCCN(C)c1nc(-c2ccco2)c2c(c1C#N)CC(C)(C)OC2	100	12	14	0	75	1	0	0.4	16
O=C(COc1ccc(Cl)cc1)N(Cc1ccccc1)c1nc(-c2ccccc2)cs1	97	3	-3	-3	107	21	0	1.9	-2
O=C(NC(=O)N1CCCCC1)c1ccccc1	100	-3	-2	4	97	27	0	3.2	5
Cc1ccc(-c2ccc(SCC(=O)NC3CCCC3)nn2)cc1	92	3	-3	-4	95	8	0	-2.7	4
CCOc1cc(/C=N/NC(=O)Cn2nc([N+](=O)[O-])cc2C)cc(Br)c1OCc1ccccc1F	101	0	1	-6	98	1	0	1.6	5
O=C(Cc1ccccc1)N/N=C/c1cccs1	122	8	6	2	113	8	0	2.7	7
O=C(Nc1ccc(O)cc1)C1CCCO1 (centres undefined)	95	1	1	-2	101	6	2	-1.4	0
CC(C)C[C@@H](CN=[N+]=[N-])N1CCN(C)CCC1=O	76	2	7	3	81	8	4	2.2	14
O=C(O)/C=C/C(=O)c1ccc2c(c1)NC(=O)CO2	102	-1	0	-8	106	5	3	1.0	8
COc1ccccc1-c1c(-c2ccc(O)cc2O)n[nH]c1C(F)(F)F	102	3	5	6	102	-1	0	-0.6	-3
COc1ccc(CCN2C(=NC(=O)C(C)C)SC3CS(=O)(=O)CC32)cc1 (centres undefined)	102	2	6	0	109	-3	/	2.2	6
COc1ccccc1CNC(=O)C(CCSC)NC(=O)C1CCC(C)CC1 (centres undefined)	107	7	6	5	105	-19	0	-0.8	10
CN1CCN(c2ccccc2NC(=O)c2cccs2)CC1	97	6	1	-2	102	14	0	-0.7	-6
O=C(CCC(=O)c1ccc(Cl)cc1)OCc1nc2ccsc2c(=O)[nH]1	93	3	1	2	97	-4	0	0.5	0
O=C(CSc1nnc(-c2ccc(Cl)cc2)n1Cc1ccco1)c1cccs1	102	8	0	-3	104	8	1	-0.6	-7
Cn1c(=O)c2[nH]c(-c3ccc(S(=O)(=O)O)cc3)nc2n(C)c1=O	101	7	6	0	94	-8	1	-0.4	0
COc1ccc(CNC(=O)C(C)Sc2nc3ccccc3c(=O)n2CC2CCCO2)cc1 (centres undefined)	101	10	8	/	109	-9	5	/	6
N#CC1(c2nc3ccccc3[nH]2)CC1c1ccc2c(c1)OCO2 (centres undefined)	98	-2	2	-1	103	-17	2	/	-4
Cc1cccnc1NC(N)=S	103	1	-3	1	110	20	1	2.6	-1
COc1ccc(-c2nc(CC(=O)Nc3cccc(S(=O)(=O)NC4=NCCC4)c3)cs2)cc1	98	19	11	/	100	-2	0	/	24
O=C(COC(=O)C1CCC1)Nc1cccc(Cl)c1	88	2	8	0	106	8	1	-2.7	-2
CN1CCN(C(=O)c2ccc(C(F)(F)F)cc2)CC1	91	3	7	4	101	-7	1	0.1	6
COc1ccc(N(CC(=O)Nc2cccc(C)c2C)S(=O)(=O)c2c(C)[nH]c(=O)[nH]c2=O)cc1	94	2	10	-3	107	20	4	0.5	6
O=C(N=Nc1c(O)[nH]c2ccccc12)c1cccs1	95	9	10	5	101	-6	0	-6.3	0
COc1cc(NC(=O)COC(=O)CNC(=O)C23CC4CC(CC(C4)C2)C3)cc(OC)c1	80	-2	-1	/	86	12	2	/	5
Cc1ccc(OCC(=O)NCCNC(=O)c2ccncc2)cc1C	102	-1	-4	-4	94	-11	2	0.8	-10
CCOc1nc2cnccc2n(CC(=O)Nc2ccccc2F)c1=O	106	1	-1	2	107	4	2	-3.6	8
CC(=O)c1sc(N/N=C2\CC3CC2C(C)C3(C)C)nc1C (centres undefined)	104	3	-1	0	103	5	0	-2.8	-9
Cc1ccc(C)c(NC(=O)N2CCc3ccccc3C2)c1	102	6	-1	-1	101	-11	0	-0.8	-3
COc1ccc(C2=NN3C(C2)c2ccccc2OC32C(=O)N(C)c3ccccc32)cc1 (centres undefined)	87	3	5	1	/	10	28	0.3	2
COc1ccc(C2(CNC(=O)CCC(=O)O)CCCC2)cc1	94	6	2	8	95	7	0	-0.9	-5
O=C(Nc1cccc(Cl)c1Cl)C1CCCC1	101	12	10	8	97	4	2	-3.1	-3
COc1ccc2sc(N(CCCN(C)C)C(=O)c3ccc(S(=O)(=O)N4CCc5ccccc5C4)cc3)nc2c1	109	0	0	-2	102	14	0	-1.0	11
COc1ccc(C(=O)N(CC(=O)NC(C)(C)C)c2ccc3c(c2)OCCO3)cc1OC	109	2	10	2	107	5	2	1.9	9
Cc1sc2ncnc(N3CCC(C(=O)Nc4sc5c(c4C(N)=O)CCC(C)C5)CC3)c2c1C (centres undefined)	95	-7	-1	/	97	4	0	/	2
